CHRM5 agonist – agonists of human muscarinic M5 receptor (CHRM5) | 0.19% of 360,000 active | P08912 | activation, % at 3 µM | AID 624037 | CHO-K1 hM5 cells, Fluo-8 calcium fluorescence; 0% DMSO wells, 100% maximal acetylcholine response;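 active = activation above the run's mean over test compounds plus 3 SD, cut at about 23% in these data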;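 note: signal is peak over basal fluorescence ratio across the kinetic read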
CHO-K1 Ca PAM – counter-screen for M1 PAMs: effect in parental CHO-K1 cells; ATP EC20, Fluo-8 calcium fluorescence; 0% at ATP EC20, 100% at ATP max; activation, % at 3 µM; 0.02% of 360,000 active; AID 602247;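 active = activation above the run cutoff, the mean activation of all test compounds plus 3 SD, cut at about 40% in these data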;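 note: peak over basal fluorescence ratio in a 140 s read after ATP addition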
M5 antag – CHRM5 antagonism in calcium assay. P08912. AID 624040. CHO-hM5 cells, Fluo-8 calcium fluorescence, ACh EC80. 0.59% of 360,000 active. inhibition, % at 3 µM;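 active = inhibition above a per-plate cutoff, the mean of that plate's test compounds plus 3 SD, cut at about 27% in these data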;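 note: 0% = acetylcholine EC80 with DMSO and 100% = DMSO without agonist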
M4 PAM – positive allosteric modulators of human muscarinic M4 receptor; activation, % at 3 µM; AID 624126; 0.4% of 360,000 active; CHO-K1 hM4/Gqi5, Fluo-8 calcium fluorescence, ACh EC20; 0% = ACh EC20, 100% = maximal ACh; P08173;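 active = activation above its plate's cutoff, the mean activation of sample wells plus 3 SD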; note: some results filed as inactive read as strong as hits
Target sequence (P08173 whole entry, looked up): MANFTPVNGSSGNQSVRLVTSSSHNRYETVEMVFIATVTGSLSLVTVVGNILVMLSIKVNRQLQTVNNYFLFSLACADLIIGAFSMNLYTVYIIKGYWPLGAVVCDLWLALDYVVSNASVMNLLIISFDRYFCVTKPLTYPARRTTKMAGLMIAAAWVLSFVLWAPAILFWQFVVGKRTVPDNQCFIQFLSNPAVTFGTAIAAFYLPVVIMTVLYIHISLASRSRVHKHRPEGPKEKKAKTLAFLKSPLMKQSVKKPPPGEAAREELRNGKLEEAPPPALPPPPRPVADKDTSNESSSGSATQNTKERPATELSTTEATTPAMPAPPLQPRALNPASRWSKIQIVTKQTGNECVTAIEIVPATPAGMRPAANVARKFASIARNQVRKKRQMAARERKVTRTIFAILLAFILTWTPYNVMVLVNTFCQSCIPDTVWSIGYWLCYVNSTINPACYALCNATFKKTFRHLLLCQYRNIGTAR
CRFR2-BP ag – agonists of human CRF-binding protein/CRF-R2 receptor complex | HEK293 CRF-R2/CRF-BP, calcium dye fluorescence (FLIPR); percent of saturating CRF peptide response | activation, % at 13.2 µM | 0.46% of 350,000 active;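 active = activation of at least 50%, plus an integration ratio under a set limit after plate pattern correction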;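 note: plate controls were neutral control wells without compound for no effect and CRF at EC100 for full effect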
TAAR1 antagonist – antagonists of human TAAR1; inhibition, % at 3 µM; 1.5% of 360,000 active; Q96RJ0; CHO RD-HGA16 TAAR1, Fluo-8 calcium fluorescence, antagonist; AID 624466;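 active = inhibition above a per-plate cutoff, the mean inhibition of test compounds on that plate plus 3 SD, cut at about 49% in these data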;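 note: 0% = DMSO plus EC80 beta-PEA response and 100% = DMSO alone without agonist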
Target sequence (Q96RJ0 whole entry, looked up): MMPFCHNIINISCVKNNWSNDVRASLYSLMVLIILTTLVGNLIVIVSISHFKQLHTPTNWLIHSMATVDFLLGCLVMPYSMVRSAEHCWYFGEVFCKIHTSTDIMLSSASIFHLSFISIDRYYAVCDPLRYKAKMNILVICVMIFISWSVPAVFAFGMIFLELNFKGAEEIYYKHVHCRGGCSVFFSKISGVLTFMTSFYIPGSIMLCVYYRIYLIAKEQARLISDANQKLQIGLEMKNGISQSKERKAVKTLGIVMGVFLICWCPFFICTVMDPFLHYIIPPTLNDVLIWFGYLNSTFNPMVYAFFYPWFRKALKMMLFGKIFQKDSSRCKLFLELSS
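Assay system: CHO-derived RD-HGA16 cells stably expressing human TAAR1 plus Gα16. Timing: 140 s kinetic read after compound, 140 s after agonist. Technique: kinetic Fluo-8 calcium fluorescence measurement. Measure: % inhibition of agonist calcium response.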
M5 PAM – positive allosteric modulators of human muscarinic M5 receptor; P08912; CHO-K1 hM5, Fluo-8 calcium, ACh EC20 PAM; 0% = ACh EC20, 100% = ACh EC100; activation, % at 3 µM; 0.3% of 360,000 active; AID 624038;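 active = activation above the run cutoff, the mean activation of all test compounds plus 3 SD, cut at about 18% in these data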
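Replicates: One well per compound, no replicates | System: Human M5 receptor in CHO-K1 cells | Benchmarks: Low control EC20 acetylcholine (0%), high control EC100 acetylcholine (100%) | Probe or stimulus: Acetylcholine, EC20 level | Times: Fluo-8 loading 80 min at 37 °C plus 30 min room temperature | Signal: Intracellular calcium via Fluo-8 fluorescence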
CRFBP-R2 block – CRF-BP/CRF-R2 complex antagonism; inhibition, % at 11.8 µM; AID 588475; 0.59% of 350,000 active; HEK293 CRF-R2/CRF-BP, CRF-induced calcium fluorescence;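 active = inhibition of the ligand-induced calcium signal above about 50% at the single tested concentration, limit read from the data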
TAAR1 ag – human TAAR1 agonism. CHO RD-HGA16 TAAR1, Fluo-8 calcium fluorescence; vehicle wells 0%, saturating PEA agonist 100%. activation, % at 3 µM. 0.99% of 360,000 active. AID 624467;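 active = activation above the mean activation of all test compounds in the run plus 3 SD, cut at about 38% in these data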
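Assay system – CHO-derived RD-HGA16 cells with stable Gα16 and human TAAR1 · Compound dosing – one-point dosing at 3 µM (nominal) · Incubation – 17-24 h seeding, 75 min 37 °C dye, 30 min RT · Measured by – kinetic Fluo-8 calcium fluorescence · Control set – DMSO vehicle as 0%, PEA at EC100 as 100% · Repeats – single well for each compound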
Starred values were filed as active, the others as inactive; . = not tested or not shown.

SMILES | CHRM5 agonist | CHO-K1 Ca PAM | M5 antag | M4 PAM | CRFR2-BP ag | TAAR1 antagonist | M5 PAM | CRFBP-R2 block | TAAR1 ag
CCc1c(C)nc(SCC(=O)N2CCCCC2C)[nH]c1=O (stereo not given) | -2 | 9 | -9 | -5 | -0.2 | 12 | 4 | 26 | 1
O=C(CN(C1CCCCC1)S(=O)(=O)c1ccccc1)NCc1ccco1 | 0 | -5 | -8 | -7 | 0.0 | -15 | 4 | -16 | 9
CS(=O)(=O)c1cccc(C(=O)Nc2ccccc2Cc2ccccc2)c1 | -4 | 17 | 12 | -6 | -0.2 | -15 | -5 | -2 | 0
CC(=O)N1c2c(cc(Br)cc2S(=O)(=O)NCc2ccccc2)CC1C (stereo not given) | -1 | 8 | 11 | -6 | -0.3 | -7 | -4 | -3 | 0
COC(=O)c1cc2ccsc2n1CC(=O)N(C)C1CCCCC1 | -10 | 17 | -3 | -2 | -7.2 | 4 | -13 | -17 | 9
CCCOc1ccc(N2CC(C(=O)Nc3ccccc3C(=O)NCc3ccco3)CC2=O)cc1 (stereo not given) | 1 | 19 | 0 | 9 | -2.9 | 32 | -2 | 12 | 8
C[C@H](O)CC1=C[C@H](O)[C@@H](C)OC1=O | 3 | -1 | -3 | 3 | -0.1 | -11 | 1 | -22 | 6
O=C(c1sc2cc(F)ccc2c1Cl)N1CCN(c2ccccc2)CC1 | -3 | 12 | 3 | 10 | 0.6 | 17 | 0 | -24 | -2
COc1cc(OC)cc(C(=O)NC(=S)N2CCCCC2c2cccnc2)c1 (stereo not given) | 1 | 15 | -3 | -3 | 0.4 | -5 | 3 | -1 | -1
CCOc1ccc(C(C(=O)NC2CCCCC2)N(C(=O)c2ccccn2)c2cccnc2)cc1 (stereo not given) | 0 | 4 | -4 | -3 | -1.2 | 3 | 1 | 5 | -1
COc1ccc(CNC(=O)CSc2ccsc2[N+](=O)[O-])cc1 | -6 | 25 | -3 | -4 | -0.2 | -4 | 1 | 1 | 0
CCCCCNS(=O)(=O)c1cc2c3c(c1)CCC(=O)N3CCC2 | -1 | -7 | 22 | 2 | -0.5 | -16 | -11 | -4 | 2
Cn1c(Cl)c(/C=N/OC(=O)c2ccc(Cl)cc2)c2ccccc21 | -2 | -1 | 7 | 6 | 3.3 | 3 | 3 | 4 | 8
CC(C)NC(=S)N/N=C/c1cccs1 | -8 | 11 | -6 | -1 | 1.3 | -13 | -5 | 6 | 9
O=C(CCl)Nc1cn(-c2ccccc2)nc1-c1ccccc1 | -2 | 17 | -5 | -1 | -1.9 | 6 | -3 | -25 | 0
Clc1ccc(CN2CCC(c3ccccc3)CC2)cc1 | -6 | 14 | 13 | -3 | -0.6 | -28 | -8 | 7 | 4
COc1ccc(S(=O)(=O)NCC2CCCN(Cc3ccccc3C)C2)cc1 (stereo not given) | -8 | 18 | 17 | -15 | -2.4 | -18 | -4 | 6 | 5
Cc1ccccc1C(=O)NC1CCN(CC(=O)Nc2ccc3c(c2)OCCO3)CC1 | -2 | 23 | 1 | 2 | 1.0 | -7 | 7 | 9 | 2
COc1ccc(N(CC(=O)NC2CCCCC2)C(=O)CNC(=O)c2ccco2)cc1OC | -1 | 9 | -1 | -1 | 0.2 | 11 | -1 | -25 | 8
O=C(CN1CCN(C(=O)C2CCCO2)CC1)Nc1cc(C(F)(F)F)ccc1Cl (stereo not given) | -3 | 7 | 4 | 3 | 1.8 | 0 | 4 | 5 | 2

Arranged by molecular weight (smallest number first): some entries from above.
SMILES | CHRM5 agonist | CHO-K1 Ca PAM | M5 antag | M4 PAM | CRFR2-BP ag | TAAR1 antagonist | M5 PAM | CRFBP-R2 block | TAAR1 ag
CC(C)NC(=S)N/N=C/c1cccs1 | -8 | 11 | -6 | -1 | 1.3 | -13 | -5 | 6 | 9
COc1ccc(CNC(=O)CSc2ccsc2[N+](=O)[O-])cc1 | -6 | 25 | -3 | -4 | -0.2 | -4 | 1 | 1 | 0
COc1ccc(S(=O)(=O)NCC2CCCN(Cc3ccccc3C)C2)cc1 (stereo not given) | -8 | 18 | 17 | -15 | -2.4 | -18 | -4 | 6 | 5
Cc1ccccc1C(=O)NC1CCN(CC(=O)Nc2ccc3c(c2)OCCO3)CC1 | -2 | 23 | 1 | 2 | 1.0 | -7 | 7 | 9 | 2
COc1ccc(N(CC(=O)NC2CCCCC2)C(=O)CNC(=O)c2ccco2)cc1OC | -1 | 9 | -1 | -1 | 0.2 | 11 | -1 | -25 | 8

The listing continues.
SMILES | CHRM5 agonist | CHO-K1 Ca PAM | M5 antag | M4 PAM | CRFR2-BP ag | TAAR1 antagonist | M5 PAM | CRFBP-R2 block | TAAR1 ag
O=C(COc1cccc2c1CCN(Cc1ccc(Cl)cc1)C2=O)N1CCOCC1 | 4 | 6 | 10 | -16 | 3.7 | -12 | -12 | 12 | 3
COc1ccc(Nc2oc(-c3ccco3)nc2S(=O)(=O)c2ccc(F)cc2)cc1 | -2 | -6 | -3 | -5 | -0.6 | 16 | -6 | -11 | 4
C=CCn1c(N)c(C(=O)Nc2ccccc2)c2nc3ccccc3nc21 | 1 | 11 | 5 | -3 | -0.7 | 26 | 0 | 11 | 0
COc1ccc(C(CNC(=O)c2ccc(C)c(S(=O)(=O)N3CCCCC3)c2)N2CCCC2)cc1 (stereo not given) | -7 | -1 | 11 | 8 | -0.5 | 15 | 0 | -2 | -2
CCOc1c(CNc2nnnn2C)cccc1OC | 2 | -2 | 15 | -15 | 4.7 | 5 | -10 | -11 | 0
CCOC(=O)c1cc(C)n(-c2c(C)n(C)n(-c3ccccc3)c2=O)c1C | -6 | 4 | 3 | -7 | 9.3 | -9 | -1 | 35 | 2
Nn1cnnc1N/N=C/c1ccc(Cl)cc1Cl | -6 | 8 | -1 | -2 | -3.2 | -10 | 2 | -2 | 0
CC(C)(CO)NC(=O)Nc1ccc(Cl)c(Cl)c1 | 3 | -2 | 10 | 4 | 5.4 | 9 | -3 | 6 | 21
Nc1c(Cl)cc(Cl)cc1C(=O)OCC(=O)N1CCCC1 | 0 | 2 | -6 | 0 | -0.6 | 12 | 2 | 8 | 6
COc1ccc(NC(=O)CSC2=C(C#N)C(c3ccco3)C(C(=O)Nc3nc4ccccc4s3)=C(C)N2)cc1 (stereo not given) | -1 | 15 | 8 | 2 | 0.7 | -16 | -7 | -9 | 6
C=C1C(=O)[C@]23C[C@H]1CC[C@H]2[C@]1(C)[C@@H](OC(C)=O)CC[C@@](C)(C(=O)O)[C@H]1C[C@@H]3OC(C)=O | 5 | -3 | -4 | 3 | . | 13 | 5 | . | 1
Cc1c(-c2ccc(Cl)cc2)oc(=O)c2c(N)n(-c3ccccc3)nc12 | -2 | 5 | -5 | 4 | 4.5 | -6 | -1 | -38 | 2
Cc1ccc(NC(=O)Nc2nc3ccccc3s2)cc1NC(=O)Nc1nc2ccccc2s1 | -2 | 6 | 13 | -3 | -0.4 | 6 | -4 | 2 | 4
CC(=O)c1cnc2nc(C)nn2c1C | 1 | 19 | -5 | 8 | -0.6 | -4 | 0 | 13 | 4
O=C(CCn1c(=O)oc2ccccc21)N1CCc2ccccc21 | -3 | 13 | -6 | 7 | -3.3 | -3 | 2 | -2 | 1
COc1ccc(C(CNC(=O)Nc2cccc(C)c2)N2CCN(C)CC2)cc1 (stereo not given) | -5 | -21 | -5 | 5 | 1.9 | -25 | 8 | -15 | 4
CCCOc1ccc(C(=O)N/N=C/c2c[nH]c3ccc(Br)cc23)cc1 | -1 | -12 | 8 | 0 | 3.1 | 28 | 0 | -17 | 5
O=C(O)CC1(CC(=O)Nc2ccc3ccccc3n2)CCCCC1 | -3 | 12 | 3 | -4 | 0.7 | -16 | 3 | -5 | 1
C=C(C)CN(CC)C(=O)CSc1nc2ncc(Cl)cc2[nH]1 | -3 | 23 | 0 | 12 | 0.2 | 2 | 1 | -4 | 4
COc1ccc(OCC(=O)Nc2cc(NC(=O)c3ccco3)ccc2OC)cc1 | 1 | -4 | -5 | -6 | -0.8 | 9 | -4 | -1 | 6
CCC(NC(=O)CCl)c1ccc(C)cc1 (stereo not given) | 0 | -10 | 2 | 4 | -0.7 | 5 | 2 | -5 | 0
O=C(c1cc2c(s1)CCCC2)N1CCN(S(=O)(=O)c2ccccc2C(F)(F)F)CC1 | -5 | 15 | 3 | 5 | 3.6 | -17 | -5 | 16 | -3
COc1ccc(CC(=O)NNC(=S)Nc2ccccc2)cc1Cl | -2 | 9 | -2 | -3 | -2.9 | -3 | 2 | -8 | -1
COc1ccc([N+](=O)[O-])cc1/C=N/NC(=O)CNC(=O)C(c1ccccc1)c1ccccc1 | -2 | 20 | -3 | -9 | -0.5 | 36 | 1 | -6 | 0
Cc1cccc(OCc2ccc(C(=O)Nc3ccc(F)cc3)cc2)c1 | -3 | 30 | 6 | 10 | 2.8 | -7 | 1 | -8 | 0
O=C(NN=C1C2CC3CC(C2)CC1C3)c1ccncc1 | 1 | 2 | -1 | 1 | 0.4 | -5 | 1 | -2 | 13
Cc1cc(C)cc(N(CC(=O)NC2CCCC2)C(=O)C2(C)CC(=O)N=C3C=CC=CN32)c1 (stereo not given) | -3 | 18 | 0 | 6 | -0.9 | 7 | 3 | 1 | 1
C=CCC1(O)C(=O)N2C(=C1C(=O)OCC)c1ccc3ccccc3c1CC2(C)C (stereo not given) | -1 | 10 | 0 | -1 | 4.7 | -7 | 2 | -39 | 6
CCOC(=O)C1CCCN(C(=O)c2ccc(C)cc2O)C1 (stereo not given) | 0 | 13 | -3 | -4 | 0.2 | -18 | 0 | -6 | 2
COc1ccc(N2CC(C(=O)Nc3nnc(SCC(=O)NC(C)(C)C)s3)CC2=O)cc1 (stereo not given) | -1 | 7 | 3 | -3 | 4.2 | -8 | 3 | 10 | -1
Cc1onc(-c2c(Cl)cccc2Cl)c1C(O)c1ccc(F)cc1 (stereo not given) | -11 | 16 | 4 | -3 | 0.4 | 20 | -6 | -6 | 3
Cc1nnc(SC(C)C(=O)Nc2ccc(Cl)cn2)n1Cc1ccccc1 (stereo not given) | 1 | 15 | 0 | 3 | -2.6 | 1 | -8 | 8 | 4
CCOC(=O)c1ccc[n+](CC(=O)c2ccc(OC)cc2)c1 | -2 | 6 | -3 | -8 | -1.1 | -8 | 0 | 6 | 3
CC(=O)c1c(C)[nH]c(C(=O)Nc2cccc(S(=O)(=O)N(C)C)c2)c1C | -1 | 4 | 8 | -5 | -1.3 | -2 | -9 | 13 | 3
Nc1nc(Nc2ccccc2)nc2ccccc12 | -5 | 16 | -3 | 11 | -5.3 | 91* | -3 | 22 | 103*
CC(Oc1ccc(F)cc1)c1ccnc2nc(/N=C/N(C)C)nn12 (stereo not given) | -2 | -11 | -3 | 3 | 8.2 | 2 | -4 | -27 | 5
CC1CCCC(C)N1C(=O)COC(=O)C1CCN(S(=O)(=O)c2ccc3c(c2)OCCO3)CC1 (stereo not given) | -2 | -5 | -4 | -5 | -1.4 | -16 | -3 | 8 | 3
